DNMT1 inh: inhibitors of human DNMT1; P26358; DNMT1 molecular beacon, Hinp1I cleavage, fluorescence; inhibition (reported as % activation of signal), % at 10 µM; hit rate 0.83% among 360,000; AID 588458; in the data active = inhibition above about 50%
MsrA inh: inhibits bovine methionine sulfoxide reductase A. purified bovine MsrA, absorbance read-out. inhibition, % at 15.5 µM. hit rate 0.75% among 360,000. AID 651718; in the data active = inhibition above about 4.5%;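 note: 0% = vehicle wells with enzyme and 100% = reference inhibitor wells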
Scp-1 inhibitor: blocks human Scp-1 phosphatase activity | Recombinant Scp1, phosphopeptide, malachite green phosphate absorbance | Q9GZU7 | hit rate 0.88% among 340,000 | inhibition, % at 20 µM | AID 493091;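 active = inhibition above about 50% at 20 µM, limit read from the data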;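 note: plate controls were DMSO wells with enzyme for no effect and wells lacking enzyme for full effect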
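Incubation: 45 min enzyme reaction at room temperature / System: truncated SCP-1 phosphatase (76-261aa) / Reagent: Phospho 17-mer peptide substrate / Buffer or medium: Acidic Tris acetate buffer with magnesium and detergent / Signal: absorbance at 630 nm / Doses: one concentration, 20 µM, with 1.0% DMSO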
LMPTP inh: LMPTP (human) inhibition; P24666; recombinant LMPTP-A, OMFP fluorogenic substrate, fluorescence intensity; inhibition, % at 20 µM; hit rate 0.22% among 360,000; AID 651560;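 active = compounds that cut the enzyme signal by at least half of the control window in the single-dose screen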;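 note: plate controls were DMSO wells with enzyme plus substrate for no effect and substrate without enzyme for full effect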
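Test system: LMPTP-A, protein tyrosine phosphatase of low molecular weight; Input: 0.625 nM enzyme; Incubation: 50 min dark incubation at room temperature; Signal: endpoint fluorescence intensity from OMFP dephosphorylation; Read-out basis: % inhibition versus control wells.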
Rpn11 inh: blocks the human proteasome subunit Rpn11; O00487; human 26S proteasome, Ub4-pepOG fluorescence polarization; 20S core pre-blocked with epoxomicin; calls only at 20 µM; hit rate 0.59% among 360,000; AID 588493;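 active = inhibition at 20 µM, scaled to each plate's controls, above about 33%, limit read from the data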
Target sequence (O00487 whole entry, looked up): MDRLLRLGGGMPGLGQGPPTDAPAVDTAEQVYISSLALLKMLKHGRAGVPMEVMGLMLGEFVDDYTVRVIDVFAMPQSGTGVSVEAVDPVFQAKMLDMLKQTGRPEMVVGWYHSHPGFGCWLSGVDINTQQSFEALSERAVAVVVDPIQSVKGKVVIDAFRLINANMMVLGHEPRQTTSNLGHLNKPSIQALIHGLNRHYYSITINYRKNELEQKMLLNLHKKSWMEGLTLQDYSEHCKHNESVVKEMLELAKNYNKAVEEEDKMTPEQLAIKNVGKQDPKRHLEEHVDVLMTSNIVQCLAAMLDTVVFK
TbMetRS inhib: blocks T. brucei methionyl-tRNA synthetase activity; purified T. brucei MetRS, ATP depletion, Kinase-Glo luminescence; inhibition, % at 11.9 µM; hit rate 0.4% among 360,000;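 active = inhibition above a per-plate cutoff of the control wells' mean inhibition plus 3 SD, cut at about 5.5% in these data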;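 note: 0% = DMSO wells median and 100% = median of wells with control inhibitor compound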
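Dosing: 11.9 µM compound single dose, 0.9% DMSO; Assay system: purified T. brucei MetRS enzyme; Measured by: Kinase-Glo luciferase luminescence reporting remaining unconsumed ATP; Schedule: 15 min plus 2 h at 25 °C.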
SUMO1-SIM PPI: alters human SUMO1 binding to SIM partners. inhibition, % at 20 µM. SUMO1 binding to a labelled peptide, TR-FRET, 1 h. P63165. hit rate 0.33% among 360,000; in the data active = inhibition above about 37%
Target sequence (P63165 whole entry, looked up): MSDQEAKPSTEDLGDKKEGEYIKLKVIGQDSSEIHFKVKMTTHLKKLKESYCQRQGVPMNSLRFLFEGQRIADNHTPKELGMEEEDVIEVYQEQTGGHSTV
STEP block: STEP (human) phosphatase inhibition; P54829; AID 588621; recombinant STEP, OMFP fluorogenic substrate, fluorescence; hit rate 0.25% among 360,000; inhibition, % at 20 µM;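 active = inhibition at 20 µM, scaled per plate between control wells, above about 37%, limit read from the data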;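 note: 0% = DMSO with enzyme and substrate and 100% = substrate only without enzyme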
Target sequence (P54829 whole entry, looked up): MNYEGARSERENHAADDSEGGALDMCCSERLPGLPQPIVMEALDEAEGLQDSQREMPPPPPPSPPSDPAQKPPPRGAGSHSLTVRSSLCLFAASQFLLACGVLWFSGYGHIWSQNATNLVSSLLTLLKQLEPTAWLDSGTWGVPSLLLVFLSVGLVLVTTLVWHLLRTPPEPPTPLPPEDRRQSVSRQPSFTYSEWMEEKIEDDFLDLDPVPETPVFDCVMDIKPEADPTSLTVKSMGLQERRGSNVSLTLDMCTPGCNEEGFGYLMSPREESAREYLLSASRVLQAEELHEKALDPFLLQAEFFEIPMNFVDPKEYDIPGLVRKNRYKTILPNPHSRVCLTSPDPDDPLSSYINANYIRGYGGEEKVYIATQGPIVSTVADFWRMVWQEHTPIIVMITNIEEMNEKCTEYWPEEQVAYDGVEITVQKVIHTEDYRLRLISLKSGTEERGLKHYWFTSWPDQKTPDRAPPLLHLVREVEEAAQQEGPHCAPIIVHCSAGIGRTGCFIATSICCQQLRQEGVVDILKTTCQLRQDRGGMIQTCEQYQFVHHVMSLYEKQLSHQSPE
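Assay system: isolated STEP enzyme. Buffer or medium: pH 6.0 Bis-Tris with DTT and Tween 20. Also added: fluorogenic phosphatase substrate OMFP at 25 µM final. Dosing: 20 µM, 1% DMSO. Timing: 20 min reaction, room temperature, in the dark. Measured by: fluorescence intensity, excitation 480 nm, emission 540 nm. Evaluation: normalized % inhibition.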
CSN inh: blocks human CSN-mediated cullin deneddylation. Q92905. Purified CSN, SCF-Nedd8-OG deneddylation, fluorescence polarization. inhibition, % at 12.5 µM. hit rate 0.38% among 360,000. AID 651999;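 active = pattern-corrected inhibition above about 35%, with an unprinted fluorescence ratio check between 0.5 and 1.5, limit read from the data, passing the limit was not always enough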;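 note: 0% = enzyme with substrate and 100% = substrate without enzyme; some results filed as inactive read as strong as hits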
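Assay system: purified human Csn5 enzyme expressed in HEK293T cells; Input: 0.24 nM Csn5 enzyme, final concentration; Reagent: 10 nM SCFSkp2-Nedd8OG; Compound dosing: 12.5 µM single point; Times: reaction 90 min, room temperature; Technique: fluorescence polarization readout.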
NadD block: NadD (S. aureus) enzyme inhibition; purified NadD enzyme, colorimetric absorbance read-out; inhibition, % at 20 µM; hit rate 0.78% among 360,000; AID 602399; in the data active = inhibition above about 26%; note: some compounds past the cut are filed as inactive
* hit, by the source's call.

COc1ccc(OCC(=O)Nc2ccc3c(c2)n(C)c(=O)n3C)cc1 was read as DNMT1 inh -4, MsrA inh -0.8, Scp-1 inhibitor 1, LMPTP inh -0.6, Rpn11 inh inactive, TbMetRS inhib 0.7, SUMO1-SIM PPI 3, STEP block -2, CSN inh 2 and NadD block -1.
`Nc1ccccc1C#CC(=O)c1ccccc1` gave DNMT1 inh 43, MsrA inh 2.6, Scp-1 inhibitor -1, LMPTP inh 3.6, Rpn11 inh inactive, TbMetRS inhib -0.6, SUMO1-SIM PPI -12, STEP block 2, CSN inh 8 and NadD block -5.
NC(=O)c1nsc(C(=O)N(Cc2ccccc2F)C(C(=O)NCC2CCCO2)c2ccc(F)cc2)c1N (centres undefined) was read as DNMT1 inh -3, MsrA inh -0.7, Scp-1 inhibitor 3, LMPTP inh 0.1, Rpn11 inh inactive, TbMetRS inhib 0.5, SUMO1-SIM PPI -15, STEP block 0, CSN inh 3 and NadD block -3.
CC(C)(C)OC(=O)N1CCC(C(=O)Nc2cccc(C(=O)NCc3ccccc3)c2)CC1 was read as DNMT1 inh 2, MsrA inh -0.8, Scp-1 inhibitor -8, LMPTP inh -1.7, Rpn11 inh inactive, TbMetRS inhib 0.9, SUMO1-SIM PPI 1, STEP block 2, CSN inh 4 and NadD block 0.
`CCOC(=O)C1=CC[C@@H](c2ccco2)N(S(=O)(=O)c2ccc(C)cc2)[C@H]1C(=O)OCC` gave DNMT1 inh 1, MsrA inh -0.1, Scp-1 inhibitor -6, LMPTP inh -0.1, Rpn11 inh inactive, TbMetRS inhib -0.4, SUMO1-SIM PPI -2, STEP block 0, CSN inh -1 and NadD block -11.
CN(Cc1ccccc1)S(=O)(=O)c1ccc(Cl)c(C(=O)OCC(=O)NC2CCS(=O)(=O)C2)c1 (centres undefined) was read as DNMT1 inh 0, MsrA inh -0.1, Scp-1 inhibitor -7, LMPTP inh -2.3, Rpn11 inh inactive, TbMetRS inhib -0.2, SUMO1-SIM PPI -3, STEP block 4, CSN inh -3 and NadD block -7.
`COc1ccccc1Nc1nc(N)nc(CSc2nnc(C)s2)n1` gave DNMT1 inh 2, MsrA inh 1.1, Scp-1 inhibitor 5, LMPTP inh -0.4, Rpn11 inh inactive, TbMetRS inhib -0.5, SUMO1-SIM PPI 4, STEP block -4, CSN inh -4 and NadD block 0.
For Cc1ccc(C(O)c2ncc(-c3ccccc3Cl)[nH]2)cc1 (centres undefined) the results were DNMT1 inh -2, MsrA inh -1.0, LMPTP inh 1.9, Rpn11 inh inactive, TbMetRS inhib -0.4, SUMO1-SIM PPI -3, STEP block -2, CSN inh 4 and NadD block 2.
CCN(Cc1ccccc1)S(=O)(=O)c1csc(C(N)=O)c1 was read as DNMT1 inh 1, MsrA inh -1.6, Scp-1 inhibitor -4, LMPTP inh -0.5, Rpn11 inh inactive, TbMetRS inhib -1.0, SUMO1-SIM PPI 4, STEP block 2, CSN inh 3 and NadD block -6.
CN1CCCN(C(=O)/C=C/c2ccc(Cl)cc2Cl)CC1 was read as DNMT1 inh -4, MsrA inh -0.6, Scp-1 inhibitor -1, LMPTP inh -5.0, Rpn11 inh inactive, TbMetRS inhib 8.0*, SUMO1-SIM PPI -10, STEP block 1, CSN inh -4 and NadD block 5.
`O=C(O)c1cc(-c2cc3ccccc3o2)nn1-c1ccccc1` gave DNMT1 inh 6, MsrA inh 0.6, Scp-1 inhibitor -3, LMPTP inh 0.2, Rpn11 inh inactive, TbMetRS inhib 3.8, SUMO1-SIM PPI 0, STEP block 9, CSN inh 1 and NadD block 7.
CCCCN1CCC(=O)NC1=O was read as DNMT1 inh 1, MsrA inh 0.6, Scp-1 inhibitor 1, LMPTP inh -1.2, Rpn11 inh inactive, TbMetRS inhib 0.0, SUMO1-SIM PPI 0, STEP block 0, CSN inh -3 and NadD block 0.
Screening COc1cc2ccccc2cc1-c1nnc(COc2ccccc2)o1 returned DNMT1 inh -3, MsrA inh -0.6, Scp-1 inhibitor -15, LMPTP inh 3.4, Rpn11 inh inactive, TbMetRS inhib -0.3, SUMO1-SIM PPI -22, STEP block 0, CSN inh -3 and NadD block -3.
For O=C(Nc1ccn(Cc2ccccc2)n1)c1cccc(F)c1 the results were DNMT1 inh -1, MsrA inh -1.0, Scp-1 inhibitor -1, LMPTP inh -0.8, Rpn11 inh inactive, TbMetRS inhib -0.4, SUMO1-SIM PPI 1, STEP block 0, CSN inh 8 and NadD block -3.
O=C(NCc1nc2ccccc2[nH]1)C1=C[C@@H](c2ccc(Br)cc2)C[C@@H](OCc2ccc(CO)cc2)O1 was read as DNMT1 inh -21, MsrA inh -0.2, Scp-1 inhibitor 3, LMPTP inh 2.6, Rpn11 inh inactive, TbMetRS inhib 79*, SUMO1-SIM PPI 0, STEP block -3, CSN inh 5 and NadD block 26.

Next part, starting with the last two of the part before.
For O=C(Nc1ccn(Cc2ccccc2)n1)c1cccc(F)c1 the results were DNMT1 inh -1, MsrA inh -1.0, Scp-1 inhibitor -1, LMPTP inh -0.8, Rpn11 inh inactive, TbMetRS inhib -0.4, SUMO1-SIM PPI 1, STEP block 0, CSN inh 8 and NadD block -3.
O=C(NCc1nc2ccccc2[nH]1)C1=C[C@@H](c2ccc(Br)cc2)C[C@@H](OCc2ccc(CO)cc2)O1 was read as DNMT1 inh -21, MsrA inh -0.2, Scp-1 inhibitor 3, LMPTP inh 2.6, Rpn11 inh inactive, TbMetRS inhib 79*, SUMO1-SIM PPI 0, STEP block -3, CSN inh 5 and NadD block 26.
Screening O=C1CCC(C(=O)OCC(=O)Nc2ccc(SC(F)F)cc2)=NN1 returned DNMT1 inh 2, MsrA inh 0.0, LMPTP inh -0.4, Rpn11 inh inactive, TbMetRS inhib -0.1, SUMO1-SIM PPI -1, STEP block -1, CSN inh -3 and NadD block 0.
`Cc1sc(C(C2C(=O)CC(C)(C)CC2=O)C2C(=O)CC(C)(C)CC2=O)cc1[N+](=O)[O-]` gave DNMT1 inh 4, MsrA inh 0.3, Scp-1 inhibitor -7, LMPTP inh -0.3, Rpn11 inh inactive, TbMetRS inhib -0.5, SUMO1-SIM PPI -2, STEP block -3, CSN inh 5 and NadD block 6.
For COC(=O)N/N=C\c1ccc(-c2cc(Cl)c(Cl)cc2Cl)o1 the results were DNMT1 inh 2, MsrA inh -0.2, Scp-1 inhibitor 9, LMPTP inh 5.0, Rpn11 inh inactive, TbMetRS inhib -0.7, SUMO1-SIM PPI -4, STEP block 1, CSN inh 4 and NadD block -6.
For Cc1sc2nc(CN3CCOCC3)nc(NS(=O)(=O)c3ccccc3)c2c1C the results were DNMT1 inh 1, MsrA inh 0.1, Scp-1 inhibitor 2, LMPTP inh -0.4, Rpn11 inh inactive, TbMetRS inhib -0.8, SUMO1-SIM PPI 3, STEP block -2, CSN inh 5 and NadD block 2.
`Cc1ccc(S(=O)(=O)N2C[C@H]3[C@H]4C(=O)N(C5CCCCC5)C(=O)[C@H]4CC(=O)[C@H]3[C@@H]2c2ccccc2Cl)cc1` gave DNMT1 inh -15, MsrA inh 3.9, LMPTP inh 0.8, Rpn11 inh inactive, TbMetRS inhib -0.3, SUMO1-SIM PPI 2, STEP block 3, CSN inh 36* and NadD block 4.
`COc1ccc(Cc2nnc(SCc3c(C)noc3C)n2C2CCCCC2)cc1OC` gave DNMT1 inh 5, MsrA inh 1.2, Scp-1 inhibitor 6, LMPTP inh -0.7, Rpn11 inh inactive, TbMetRS inhib -1.0, SUMO1-SIM PPI 0, STEP block 2, CSN inh -4 and NadD block 3.
Cc1nn(C)cc1-c1n[nH]c(=S)n1-c1ccc(F)cc1 was read as DNMT1 inh 6, MsrA inh 0.6, Scp-1 inhibitor -8, LMPTP inh -1.8, Rpn11 inh inactive, TbMetRS inhib -0.9, SUMO1-SIM PPI -2, STEP block -3, CSN inh -3 and NadD block -6.
For C[C@@H]1CCCCO[C@H](CN(C)C(=O)NC2CCCCC2)[C@@H](C)CN([C@H](C)CO)C(=O)c2cc(NC(=O)c3ccccc3)ccc2O1 the results were DNMT1 inh 1, MsrA inh -0.2, LMPTP inh -2.4, Rpn11 inh inactive, TbMetRS inhib -0.1, SUMO1-SIM PPI 3, STEP block 0, CSN inh 5 and NadD block -7.
For Cc1ccc(S(=O)(=O)C2(C(=O)O)CCCC2)cc1C the results were DNMT1 inh 5, MsrA inh 0.5, Scp-1 inhibitor -4, LMPTP inh -0.8, Rpn11 inh inactive, TbMetRS inhib 0.5, SUMO1-SIM PPI 0, STEP block 3, CSN inh -2 and NadD block 2.
For O=c1c2ccccc2c2ccccc2c(=O)n1Cc1ccc2c(c1)OCO2 the results were DNMT1 inh -2, MsrA inh -1.0, LMPTP inh 1.5, Rpn11 inh inactive, TbMetRS inhib -0.1, SUMO1-SIM PPI -4, STEP block -2, CSN inh 1 and NadD block -4.
For Cc1oc(C(C)(C)C)cc1C(=O)Nc1ccc2c(c1)OCCO2 the results were DNMT1 inh 11, MsrA inh -0.8, Scp-1 inhibitor -2, LMPTP inh 1.3, Rpn11 inh inactive, TbMetRS inhib -0.2, SUMO1-SIM PPI -1, STEP block 0, CSN inh -2 and NadD block -6.
`CSc1nc2sc3c(c2c(=O)n1C1CCCCC1)CCN(C)C3` gave DNMT1 inh 4, MsrA inh 0.6, Scp-1 inhibitor 12, LMPTP inh 0.2, Rpn11 inh inactive, TbMetRS inhib 0.1, SUMO1-SIM PPI 1, STEP block 1, CSN inh 2 and NadD block 10.
`Cc1ccc(CCCOC(=O)C[N+]2(C)CCCC2)cc1` gave DNMT1 inh -2, MsrA inh 0.8, Scp-1 inhibitor 101*, LMPTP inh -0.9, Rpn11 inh inactive, TbMetRS inhib -0.1, SUMO1-SIM PPI 1, STEP block -4, CSN inh 2 and NadD block 16.
`O=C(CSc1cc(Cl)ccc1Cl)NC1CCCC1` gave DNMT1 inh -1, MsrA inh 0.9, Scp-1 inhibitor -7, LMPTP inh -2.4, Rpn11 inh inactive, TbMetRS inhib -0.3, SUMO1-SIM PPI 4, STEP block 1, CSN inh -4 and NadD block -4.
Screening COc1cccc(CN(CC(=O)NCC2CCCO2)C(=O)CCC(=O)Nc2cc(C)on2)c1 (centres undefined) returned DNMT1 inh -3, MsrA inh -0.2, Scp-1 inhibitor 3, LMPTP inh -1.5, Rpn11 inh inactive, TbMetRS inhib -0.6, SUMO1-SIM PPI -3, STEP block 0, CSN inh 3 and NadD block 1.
CCOc1ccc(C(=O)CSc2nnc(N)s2)cc1 was read as DNMT1 inh -6, MsrA inh 0.0, Scp-1 inhibitor -8, LMPTP inh 1.8, Rpn11 inh inactive, TbMetRS inhib -0.1, SUMO1-SIM PPI -2, STEP block -3, CSN inh 4 and NadD block 15.

Source: PubChem BioAssay
